# TROY NFkB inh: inhibitors of TROY-dependent NF-kB signaling; Q293 LMP1-TROYcd NF-kB luciferase reporter, 4 h; inhibition, % at 10 µM; 360,000 tested, 0.98% active; AID 1347056;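 active means compounds whose plate-normalised and pattern-corrected inhibition of the luciferase reporter signal at the single screening dose is 50% or more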
# NCOA1 inh: human NCOA1 inhibition | Q15788 | HEK293 GAL4-SRC1 luciferase reporter, luminescence | inhibition, % at 3.6 µM | 360,000 tested, 0.12% active | AID 588354;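 active means inhibition above the campaign mean plus 3 SD, with each screening campaign given its own cutoff, cut at about 60% in these data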;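 further: 0% = DMSO treated cells and 100% = gossypol at 36 µM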
# NR2F2 inh: NR2F2 (human) inhibition, primary screen. inhibition, % at 8.6 µM. HEK293T NGFI-A luciferase reporter, luminescence. AID 686940. 370,000 tested, 0.7% active;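 active means inhibition above a per-plate cutoff, mean inhibition of test wells between control levels plus 3 SD, cut at about 38% in these data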;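 further: cells cotransfected with COUP-TFII expression vector driving the NGFI-A reporter; 0% = median of COUP-TF2 test wells and 100% = reporter-only cells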
# NOD2-RIPK2 inh: blocks binding of human NOD2 to RIPK2. 360,000 tested, 0.38% active. inhibition, % at 4.98 µM. CHO BLA complementation NOD2-RIPK2, CCF4 ratio. AID 624267. O43353; in the data active means inhibition above about 21%;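 further: 0% = vehicle only and 100% = reference blocker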
# TLR9-MyD88 inh: TLR9-MyD88 interaction inhibition; Q9NR96+Q99836; CHO BLA complementation TLR9-MyD88, CCF4 FRET ratio; inhibition, % at 4.98 µM; 340,000 tested, 0.21% active; AID 504734;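 active means inhibition above the mean over all tested compounds plus 3 SD, cut at about 21% in these data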;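 further: 0% = DMSO only wells and 100% = clavulanate BLA inhibitor control wells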
# NR5A2 inv ag: suppresses constitutive activity of human LRH-1. HEK293T StAR-luciferase reporter, LRH-1 transfected, 24 h. O00482. inhibition, % at 3.6 µM. 360,000 tested, 0.13% active;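 active means inhibition above the mean inhibition of all tested compounds plus 3 SD, cut at about 73% in these data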;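 further: 0% = DMSO wells and 100% = reporter-only cells lacking LRH-1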
# TRAIL sens C8: caspase-8 TRAIL sensitization; inhibition (viability loss, TRAIL sensitization), % at 10 µM; 360,000 tested, 1% active; NB7+C8 cells + TRAIL, ATPlite viability luminescence;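 active means compounds causing at least 50% loss of cell viability in the single-dose screen, relative to plate controls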
# SRC3 inh: inhibitors of human steroid receptor coactivator 3 (SRC3). HEK293 GAL4-SRC3 luciferase reporter, luminescence. inhibition, % at 3.6 µM. 360,000 tested, 0.17% active. AID 588352;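 active means inhibition above a per-campaign cutoff, the mean of all compounds plus 3 SD, cut at about 60% in these data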;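 further: 0% = DMSO-treated cells and 100% = gossypol-treated cells at 36 µM; higher means less SRC3-driven luciferase light from the GAL4 reporter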
# TWEAK-Fn14 inh: blocks TWEAK-Fn14 interaction in a reporter cell assay. TWEAK-stimulated Fn14 reporter cells, luciferase luminescence, 8 h. inhibition, % at 10 µM. 360,000 tested, 2% active. AID 1159606; in the data active means inhibition above about 50%
# EBV LMP1 NFkB: reduces LMP1-driven NF-kappaB luciferase signal | LMP1-induced NF-kappaB luciferase reporter cells, luminescence | inhibition, % at 12.5 µM | 350,000 tested, 0.69% active | AID 504558; in the data active means inhibition above about 41%;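 further: 0% = neutral control wells and 100% = reference inhibitor control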
# SRC2 inh: human SRC2 (NCOA2) inhibition; Q15596; HEK293 GAL4-SRC2 luciferase reporter, luminescence; inhibition, % at 9 µM; 370,000 tested, 0.17% active;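 active means inhibition above the mean inhibition of all tested compounds plus 3 SD, set per campaign, cut at about 52% in these data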;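 further: 0% = DMSO treated cells and 100% = cells given Gossypol at 36 µM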
# Target sequence (Q15596 whole entry, looked up, the tested form may be a part): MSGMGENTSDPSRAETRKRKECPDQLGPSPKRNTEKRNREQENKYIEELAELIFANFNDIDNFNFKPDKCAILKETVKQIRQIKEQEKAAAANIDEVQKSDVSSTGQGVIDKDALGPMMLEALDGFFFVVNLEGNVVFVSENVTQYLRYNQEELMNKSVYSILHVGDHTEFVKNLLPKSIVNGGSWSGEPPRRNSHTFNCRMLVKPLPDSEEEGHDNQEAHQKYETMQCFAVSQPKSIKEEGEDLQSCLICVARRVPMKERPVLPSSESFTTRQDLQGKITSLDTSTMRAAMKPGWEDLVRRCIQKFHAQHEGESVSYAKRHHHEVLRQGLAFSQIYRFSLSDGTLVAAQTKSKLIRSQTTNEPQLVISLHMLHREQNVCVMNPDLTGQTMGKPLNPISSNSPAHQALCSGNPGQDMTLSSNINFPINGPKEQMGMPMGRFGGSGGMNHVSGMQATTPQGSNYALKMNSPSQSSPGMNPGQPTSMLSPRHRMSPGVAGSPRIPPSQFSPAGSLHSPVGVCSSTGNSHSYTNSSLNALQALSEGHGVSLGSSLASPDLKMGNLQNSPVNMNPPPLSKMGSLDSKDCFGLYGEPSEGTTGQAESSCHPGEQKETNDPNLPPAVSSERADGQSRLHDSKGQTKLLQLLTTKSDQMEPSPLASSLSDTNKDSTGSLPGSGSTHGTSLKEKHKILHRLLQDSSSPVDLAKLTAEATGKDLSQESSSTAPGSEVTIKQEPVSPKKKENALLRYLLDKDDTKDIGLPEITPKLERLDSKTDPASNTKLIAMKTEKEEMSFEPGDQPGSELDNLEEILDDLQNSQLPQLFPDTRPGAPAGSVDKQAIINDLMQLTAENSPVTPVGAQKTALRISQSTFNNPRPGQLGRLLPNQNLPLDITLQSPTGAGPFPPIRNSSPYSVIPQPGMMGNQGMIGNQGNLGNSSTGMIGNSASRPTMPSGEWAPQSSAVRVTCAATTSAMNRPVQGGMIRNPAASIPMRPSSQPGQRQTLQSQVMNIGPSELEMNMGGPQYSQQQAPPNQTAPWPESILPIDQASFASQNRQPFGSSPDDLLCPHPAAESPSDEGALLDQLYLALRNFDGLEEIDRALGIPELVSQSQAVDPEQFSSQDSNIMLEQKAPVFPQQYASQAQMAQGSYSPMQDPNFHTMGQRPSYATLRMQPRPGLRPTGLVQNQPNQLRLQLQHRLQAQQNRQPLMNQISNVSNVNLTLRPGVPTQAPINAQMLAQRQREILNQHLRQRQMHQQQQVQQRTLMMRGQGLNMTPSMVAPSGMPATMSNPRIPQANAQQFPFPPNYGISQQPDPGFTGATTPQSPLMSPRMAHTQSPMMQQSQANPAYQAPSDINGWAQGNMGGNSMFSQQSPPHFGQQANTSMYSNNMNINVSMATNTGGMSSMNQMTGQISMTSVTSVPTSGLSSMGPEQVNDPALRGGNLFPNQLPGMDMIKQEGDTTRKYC
# Starred values were filed as active, the others as inactive; . = not tested or not shown. Not all compounds are listed; rates above refer to the full screens.
SMILES	TWEAK-Fn14 inh	TROY NFkB inh	TLR9-MyD88 inh	EBV LMP1 NFkB	NR2F2 inh	NCOA1 inh	SRC3 inh	TRAIL sens C8	NOD2-RIPK2 inh	SRC2 inh	NR5A2 inv ag
O=C(Nc1ccc(S(=O)(=O)N2CCCc3ccccc32)cc1)C1CCCO1 (stereo unspecified)	9	-7	-7	-21	.	-14	3	-8	2	.	27
COC(=O)c1c(NC(=O)c2ccc(C(=O)c3ccccc3)cc2)sc2c1CC(C)(C)NC2(C)C	-38	0	7	-80	11	-25	16	46	-11	-12	-27
Cn1c2c(c(=O)n(C)c1=O)C(C(F)(F)F)(C(F)(F)F)N=C(c1ccccc1Cl)N2	-11	-16	6	-6	10	4	-2	-2	-14	7	6
CC(=O)Nc1cc(NC(C)=O)cc(C(=O)OCC(=O)c2ccc3c(c2)NC(=O)CO3)c1	3	14	-6	-10	1	-3	-2	-3	-9	-18	-2
COc1ccc(C2(CNC(=O)c3cc([N+](=O)[O-])cc([N+](=O)[O-])c3)CCCC2)cc1OC	13	5	-11	4	-1	-27	2	1	-8	6	0
O=C(NCCOc1nc(N2CCCCC2)nc(N2CCCCC2)n1)Nc1ccccc1	10	-13	-3	-6	12	-8	5	9	6	2	-4
CCN1CCN(C(=O)C(N)Cc2ccccc2)CC1 (stereo unspecified)	-9	-11	7	11	4	2	-5	-2	-8	6	4
Cc1ccc2nc(Nc3ccccc3)c(C=O)c(=O)n2c1	-11	14	11	-7	13	-6	15	-14	-7	5	7
CN1OC[C@@H]2CN(Cc3cc(Cl)cc(Cl)c3)[C@H](c3cccc(Br)c3)C[C@@H]21	17	28	-13	5	-18	7	2	13	-10	-7	16
O=C(c1ccccc1Cc1ccccc1)N1CCN(S(=O)(=O)c2ccccc2F)CC1	-1	-18	5	1	-2	-14	-1	-2	-1	25	-10
O=[N+]([O-])c1ccc2c(c1)C(=Nc1ccccc1)c1ccccc1-2	-6	-29	-3	-4	9	0	2	-6	-22	-1	-1
COc1ccccc1OCc1ccc(C(=O)NCCN(C)C)o1	-3	10	0	7	0	-2	16	-2	4	7	3
CCc1cccc(N(C(=O)c2csnn2)C(C(=O)NC2CCCC2)c2cccnc2)c1 (stereo unspecified)	-9	5	-6	3	6	-16	-6	0	10	-4	7
CCOc1ccccc1N(C)C(=O)c1sc2ncn(CC(=O)N3CCCCC3C)c(=O)c2c1C (stereo unspecified)	1	-5	6	-5	6	13	13	-2	-9	2	8
CCN(CC)S(=O)(=O)c1cccc(C(=O)OCC(=O)Nc2ccccc2OC(F)F)c1	-7	-13	1	3	-12	2	4	-1	1	-6	-23
COC(=O)c1sccc1-n1cccc1C(=O)C(=O)N1CCOCC1	16	-1	8	-11	-5	0	15	1	-9	1	-15
CCOC(=O)C1CCN(Cc2cn[nH]c2-c2ccccc2)CC1	-6	4	10	6	-6	-11	-53	-1	-5	-5	14
Cc1ccccc1-c1cc2nc(OCC3CCCO3)n(C)c(=O)c2s1 (stereo unspecified)	-8	0	.	.	-23	-13	-8	13	-4	-10	-8
COc1cccc(/C=N/NC(=O)c2nc(-c3ccccc3)cc(-c3ccccc3)n2)c1	38	15	1	4	-1	-5	-10	11	-2	-24	-7
COc1ccc(Nc2nc(-c3ccc4c(c3)NC(=O)CO4)cs2)cc1	-14	-15	-16	-1	-10	12	9	5	-6	-28	-18
O=C(O)CCCNC(=O)c1cccc(C(=O)NCCCC(=O)O)n1	0	3	10	-14	4	-17	18	-2	-14	4	-5
O=C(CNC(=O)c1ccc2c(c1)OCCO2)N/N=C/c1ccco1	14	-6	0	12	16	-12	16	-19	2	-6	-3
COc1ccc(NS(=O)(=O)c2cc(-c3nnnn3C)ccc2OC)cc1	11	17	-15	3	8	-9	15	3	2	-18	-9
COc1ccc(NC(=O)C2CCCN(S(=O)(=O)c3cccc4cccnc34)C2)c(OC)c1 (stereo unspecified)	12	9	-49	-6	13	15	21	-7	-9	-12	4
COCCNC(=O)/C(C#N)=C/C(C)=C/c1ccccc1	4	-23	6	2	-16	2	-8	-10	17	-20	24
NS(=O)(=O)c1ccc(NC(=O)c2cc(-c3cc(Cl)ccc3O)n[nH]2)cc1	-21	5	-2	-12	11	9	8	7	5	7	5
C#CCNC(=O)C[C@@H]1C[C@@]2(C(=O)OC)CCCCC=C2N(CCc2ccc(OC)c(OC)c2)C1=O	.	.	.	.	15	.	.	3	-5	-27	-7
C[C@@H]1COC(=O)[C@@H](CC(=O)OC(C)(C)C)C/C=C\C[C@@H](CC(=O)NCCO)C(=O)N1	8	-6	9	2	1	-12	8	21	2	2	-9
Cc1c(Cl)c(C(=O)NNC(=S)Nc2ccccc2)nn1C	-10	-46	2	-1	-46	-103	-33	10	5	-32	-93
COc1ccc(C(=O)Nc2sc(C)c(C)c2CN2CCOCC2)cc1	-7	-56	-14	-15	-44	-69	-47	18	3	-45	-116
CC(=O)NCCNC(=O)C1Cc2c(-c3ccc4c(c3)OCO4)ccnc2O1 (stereo unspecified)	2	5	.	.	-10	-7	-35	-3	-11	2	6
CCOC(=O)C(=O)N=Nc1c(O)[nH]c2ccccc12	14	-13	-8	-1	4	-2	8	4	-6	19	11
CCc1nc2n[nH]c(N)c2c2c1CSC(C)(C)C2	6	9	0	13	6	3	14	-6	7	-8	-3
CC1CN(CC(O)COCc2ccc3c(c2)OCO3)CC(C)O1 (stereo unspecified)	-9	1	4	4	11	2	2	-4	-11	-66	-19
CCC(c1nnnn1Cc1ccco1)N(CCc1ccccc1)Cc1cc2cc(C)ccc2[nH]c1=O (stereo unspecified)	2	6	3	-5	-5	-11	-3	-3	0	-61	-12
CCOC(=O)C1CCCN(C(=O)c2ccc(OCC)cc2)C1 (stereo unspecified)	-1	-3	3	-3	6	-4	0	-7	5	7	1
COc1ccc(N(CC(=O)O)S(C)(=O)=O)cc1OC	-4	0	0	-3	-16	2	-4	7	1	2	2
CN(c1ccccc1C(=O)Nc1ccc(F)c(F)c1)S(C)(=O)=O	3	3	2	4	-1	-12	15	-7	4	-33	3
CC(=O)Nc1ccc(NC(=O)C(C)OC(=O)c2c(NC(C)=O)sc(C)c2C)cc1 (stereo unspecified)	-6	-5	-6	-15	11	-6	18	17	-5	-10	12
O=c1sc(Nc2ccccc2)nc2ccccc12	-2	16	0	6	-1	-10	11	-32	-2	-15	2
CC(C)(C)N(Cc1ccccc1)C(=O)CCc1ccccc1	-22	3	3	6	8	-15	2	-8	2	10	13
CCn1nc(C)cc1C(=O)Sc1ccc(Cl)cc1Cl	-4	-6	8	1	-3	7	17	0	-15	1	8
CS(=O)(=O)N1CCc2cc(C(=O)Nc3cccc([N+](=O)[O-])c3)ccc21	-47	-16	-10	11	7	2	-23	5	-8	8	-8
Cc1cc(O)ccc1C1(c2ccc(O)cc2C)OC(=O)c2ccccc21	-1	23	15	0	-1	-4	14	-5	2	-6	7
CN(c1ccccc1)S(=O)(=O)c1cccc(NS(=O)(=O)c2cccc(C(=O)O)c2)c1	-1	-20	-12	0	13	-11	19	-5	-1	12	5
O=[N+]([O-])c1ccc2c(c1)C=C1CCCCC1(N1CCCCC1)O2 (stereo unspecified)	2	-24	24*	3	-1	-27	6	0	-14	-1	-21
O=C(Cc1ccccc1F)Nc1ccc(S(=O)(=O)N2CCCC2)cc1	-16	-24	-10	-2	-12	-31	-10	-1	-3	-3	1
Cn1c(SCC(=O)Nc2ccc(F)cc2)nnc1C1CC1	45	-6	1	-2	3	20	3	4	-5	-18	-11
NC(=O)C1=C[C@H](c2csc3ccccc23)C[C@H](OCc2ccc(CO)cc2)O1	-35	-26	-1	-6	6	-16	-25	12	-4	-7	3
Cc1cc(C(=O)NNC(=O)c2cccc(Cl)c2)no1	-1	-4	.	.	0	0	14	-9	-10	20	7
CC1CCCCC1N1CCN(C(=O)c2cccc(F)c2)CC1 (stereo unspecified)	-3	-47	-2	-6	5	-10	-2	1	-6	15	4
O=C(Oc1ccc(-c2cn3c(n2)SCC3)cc1)c1ccccc1	-19	2	-13	-3	-14	-31	17	18	3	-9	-5
CCc1ccccc1OCCCCN1CCCCC1	5	-10	1	7	-11	19	11	5	-11	13	19
C(=C\CSc1nnnn1-c1ccccc1)/CSc1nnnn1-c1ccccc1	10	-3	7	-7	-7	5	6	-9	-7	-5	18
CCOc1cc(NC(=S)NCCCN2CCOCC2)c(OCC)cc1NC(=O)c1ccccc1C	7	-4	0	-3	-17	14	-17	-1	-8	16	16
COc1ccc(NC(=O)C2Cc3c(-c4ccc(Cl)cc4)ccnc3O2)cn1 (stereo unspecified)	29	21	.	.	16	-8	12	9	-4	5	-2
ClC1CCCCC1n1nnc2ccccc21 (stereo unspecified)	10	-15	0	-4	-7	-8	8	8	10	-9	19
O=C(NCc1ccccc1)c1cccc(NC(=O)C2CC2)c1	-12	6	-3	5	-4	-20	6	28	-1	-13	8
CC(=O)c1c(N2CCCC2)[nH]c(-c2ccccc2)nc1=S	0	3	-12	8	3	2	13	-15	-9	6	10
O=C(Cn1cc(COc2ccc(Br)cc2)nn1)c1ccc(O)cc1	6	3	-7	-27	-14	5	11	12	-4	-23	22

# (further entries)
SMILES	TWEAK-Fn14 inh	TROY NFkB inh	TLR9-MyD88 inh	EBV LMP1 NFkB	NR2F2 inh	NCOA1 inh	SRC3 inh	TRAIL sens C8	NOD2-RIPK2 inh	SRC2 inh	NR5A2 inv ag
Cc1ccc(N(C(=O)Cn2nnc(-c3ccc(F)cc3)n2)C(CC(C)C)C(=O)NCC2CCCO2)cc1 (stereo unspecified)	-6	-23	-1	4	0	16	-1	-1	-1	28	9
CCC(C)NC(=O)CN1C(=O)CC(C)(C)S(=O)(=O)c2ccccc21 (stereo unspecified)	10	-1	-3	2	1	0	12	-2	3	-9	-1
COc1ccc(NC(=O)CN(C)C(=O)c2cc(CN3C(=O)c4ccccc4C3=O)ccc2OC)cc1	-7	8	-7	0	-4	-13	8	5	-9	-3	1
CC1Cc2cc(/C(O)=C3\C(=O)C(=O)N(CCN4CCOCC4)C3c3ccccc3F)ccc2O1 (stereo unspecified)	-13	28	-4	-5	-1	-21	-21	-9	7	-29	-2
COc1ccccc1C1C(C(N)=O)=C(C)Nc2nc(CCCO)nn21 (stereo unspecified)	15	0	-3	0	1	-31	4	-4	-2	-8	-20
Cc1cc(NC(=S)Nc2cccc3ccccc23)n[nH]1	20	16	-16	-4	13	-33	-14	-14	-2	8	-16
Nc1ccc(CCn2ccnc2)cc1	-20	2	0	.	9	-3	12	-3	-13	-30	4
O=C(c1ccc(OC2CCN(C(=O)c3cccnc3)CC2)cc1)N1CCCCCC1	0	8	-6	2	0	14	1	1	-6	10	-3

# Compound activity (PubChem BioAssay)
